HP1b chromo inh: HTS for Inhibitors of HP1-beta Chromodomain Interactions with Methylated Histone Tails; 390,000 tested, 0.56% active; AID 540317, 2011; AlphaScreen HP1-beta / biotin-H3K9me3 peptide binding; Potency, µM (doses to about 114 µM), inactives show top-dose activity change, negative = inhibition, actives largely listed as inhibitors; Chromobox protein homolog 1 (Homo sapiens), P83916; further: potency means the concentration at half of the fitted maximal effect; nearly all actives have a fitted effect of over 70% in size; inactives centre near 23
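HP1-beta protein (50 nM final) preincubated 30 min at room temperature with biotinylated H3(1-18)K9me3 peptide (50 nM) in PBS pH 7.4, 0.01% Tween-20, then compound added for 30 min. AlphaScreen streptavidin donor/nickel chelate acceptor beads (10 ug/mL final), 30 min dark, luminescence read.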
USP1 inh: Inhibitors of USP1/UAF1: Primary Screen; Ubiquitin carboxyl-terminal hydrolase 1 (Homo sapiens), O94782; recombinant USP1/UAF1, Ub-Rhodamine cleavage fluorescence; Potency, µM (titrated, usually from 57.1 µM), inactives show at the top dose activity change, negative = inhibition, hits mostly inhibitors; 390,000 tested, 0.23% active; AID 743255, 2014; further: potency means the concentration at half of the fitted maximal effect; on the % scale 0 is the no-effect control and ±100 the full control effect; nearly all actives have a fitted effect of over 60% in size; inactives centre near -12
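USP1/UAF1 complex at 1 nM was preincubated with compound for 15 min at room temperature, then Ub-Rho substrate (150nM final) was added. Fluorescence (480/540 nm) was read kinetically, 6 reads every 60 seconds.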
Pin1 inh: qHTS Assay to Find Inhibitors of Pin1; Potency, µM (series often up to 115 µM), for inactives: at the highest dose activity, negative = inhibition, most hits filed as inhibitors; AID 504891, 2011; Peptidyl-prolyl cis-trans isomerase NIMA-interacting 1 (Homo sapiens), Q13526; Pin1 FP peptide displacement, HiFluor488, 10 min; 390,000 tested, 0.009% active; active means well fitted inhibition curve with a large enough effect in the polarisation, with a control signal flat, not every such curve was filed as active; inconclusive means small, poorly fitted or top-dose-only effect, or effect the other way, or a change in a side signal; inactive means no such curve, though single readings can be large or run the other way; the % refers to the polarisation; further: potency means the concentration at half of the fitted maximal effect; on the % scale 0 is the no-effect control and ±100 the full control effect
IDH1 R132H inh: qHTS for Inhibitors of mutant isocitrate dehydrogenase 1 (IDH1): qHTS; IDH1-R132H enzyme, NADPH consumption, diaphorase/resazurin fluorescence; 390,000 tested, 0.093% active; Potency, µM (top dose mostly 76.6 µM), for the others: at the highest dose activity change, negative = inhibition, usual class: inhibitors; further: potency means the concentration at half of the fitted maximal effect; on the % scale 0 is the no-effect control and ±100 the full control effect; nearly all actives have a fitted effect of over 65% in size
Target sequence (O75874 whole entry R132H, stated change not applied): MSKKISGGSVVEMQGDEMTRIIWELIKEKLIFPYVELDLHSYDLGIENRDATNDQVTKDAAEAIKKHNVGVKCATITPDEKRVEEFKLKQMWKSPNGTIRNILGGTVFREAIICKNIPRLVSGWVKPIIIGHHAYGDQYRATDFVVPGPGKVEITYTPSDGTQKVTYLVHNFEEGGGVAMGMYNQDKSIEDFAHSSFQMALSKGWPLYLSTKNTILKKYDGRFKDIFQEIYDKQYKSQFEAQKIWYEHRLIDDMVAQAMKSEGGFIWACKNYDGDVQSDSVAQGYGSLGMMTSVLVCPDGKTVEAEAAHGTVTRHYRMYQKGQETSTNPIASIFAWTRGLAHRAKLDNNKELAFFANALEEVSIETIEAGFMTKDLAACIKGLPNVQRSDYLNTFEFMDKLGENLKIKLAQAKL
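IDH1-R132H (0.5 ug/mL) preincubated 30 min with compound, then NADPH (0.016 mM) and alpha-KG (2 mM) added; 80 min at RT, pH 7.5. Remaining NADPH coupled via diaphorase/resazurin to fluorescence (540/590 nm); concentration-response curves normalized to no-enzyme control.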
PI4K2A block: qHTS for small molecular inhibitors of PI4K2A; activity change, negative = inhibition, % at 76.9 µM; purified PI4K2A, ADP-Glo luminescence, 1 h; active compounds read low; Phosphatidylinositol 4-kinase type 2-alpha (Homo sapiens), Q9BTU6; 420,000 tested, 0.13% active; AID 1346378, 2018; in the data active means activity change below about -50%; inconclusive means mostly about -30% to -49%;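 further: -100% = wells without enzyme as full effect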
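In this quantitative HTS, ADP production by PI4K2A was quantified luminescently after 1 h at ambient temperature; 100 microM adenosine served as plate-quality control.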
TrxR1 substrate: qHTS Assay for Substrates of Mammalian Selenoprotein Thioredoxin Reductase 1 (TrxR1): qHTS | Thioredoxin reductase 1, cytoplasmic (Rattus norvegicus), O89049 | purified TrxR1 substrate turnover, NADPH consumption readout | Potency, µM (highest dose often 114 µM), for inactives: at the top dose activity change, negative = substrate turnover | 390,000 tested, 0.01% active | AID 588456, 2011; further: potency means the concentration at half of the fitted maximal effect; on the % scale 0 is the no-effect control and ±100 the full control effect; nearly all actives have a fitted effect of over 50% in size
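Rat TrxR1, dispensed at 90 nM, was prereduced with 400 uM NADPH (final) for 5 min at ~22 deg C, then incubated with compound 15 min before 400 uM selenite. A first-read NADPH fluorescence drop versus no-compound background flagged substrates.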
TrxR1 inh: qHTS Assay for Inhibitors of Mammalian Selenoprotein Thioredoxin Reductase 1 (TrxR1): qHTS; Thioredoxin reductase 1, cytoplasmic (Rattus norvegicus), O89049; recombinant rTrxR1, NADPH fluorescence consumption, selenite substrate; Potency, µM (doses to about 114 µM), for the others: at the highest dose activity change, negative = inhibition, usual class: inhibitors; 390,000 tested, 1% active; AID 588453, 2011; further: potency means the concentration at half of the fitted maximal effect; on the % scale 0 is the no-effect control and ±100 the full control effect; nearly all actives have a fitted effect of over 65% in size
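Rat TrxR1 (90 nM in the dispensed reagent) was pre-reduced with 400 uM NADPH for 5 min at room temperature, then incubated with compound for 15 min. After 400 uM selenite was added, NADPH fluorescence (Ex 340/Em 450 nm) was followed for 8 min.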
Tb PGK inh: qHTS Assay to Find Inhibitors of Phosphoglycerate Kinase. AID 602233, 2012. PGK/GAPDH coupled, Kinase-Glo luminescence, 60 min. 380,000 tested, 0.043% active. Phosphoglycerate kinase, glycosomal (Trypanosoma brucei brucei), P07378. Potency, µM (series often up to 57.5 µM), for inactives: at the top dose activity change, negative = inhibition, actives largely listed as inhibitors; further: potency means the concentration at half of the fitted maximal effect; on the % scale 0 is the no-effect control and ±100 the full control effect; nearly all actives have a fitted effect of over 60% in size
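Recombinant glycosomal PGK reaction used 1,3-bisphosphoglycerate generated in-well by GAPDH (100nM final) in 100mM TEA pH 7.6, 5mM MgCl2, 0.01% Tween-20. After 60 minutes at room temperature, ATP was read by Kinase-Glo Plus luminescence end-point.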
GLS inh: qHTS for Inhibitors of Glutaminase (GLS); Glutaminase kidney isoform, mitochondrial (Homo sapiens), O94925; GLS enzymatic activity, qHTS titration; Potency, µM (series often up to 45.5 µM), inactives show at the top dose activity change, negative = inhibition, most hits filed as inhibitors; 410,000 tested, 0.21% active; further: potency means the concentration at half of the fitted maximal effect; on the % scale 0 is the no-effect control and ±100 the full control effect
Target sequence (O94925 whole entry, looked up, canonical isoform): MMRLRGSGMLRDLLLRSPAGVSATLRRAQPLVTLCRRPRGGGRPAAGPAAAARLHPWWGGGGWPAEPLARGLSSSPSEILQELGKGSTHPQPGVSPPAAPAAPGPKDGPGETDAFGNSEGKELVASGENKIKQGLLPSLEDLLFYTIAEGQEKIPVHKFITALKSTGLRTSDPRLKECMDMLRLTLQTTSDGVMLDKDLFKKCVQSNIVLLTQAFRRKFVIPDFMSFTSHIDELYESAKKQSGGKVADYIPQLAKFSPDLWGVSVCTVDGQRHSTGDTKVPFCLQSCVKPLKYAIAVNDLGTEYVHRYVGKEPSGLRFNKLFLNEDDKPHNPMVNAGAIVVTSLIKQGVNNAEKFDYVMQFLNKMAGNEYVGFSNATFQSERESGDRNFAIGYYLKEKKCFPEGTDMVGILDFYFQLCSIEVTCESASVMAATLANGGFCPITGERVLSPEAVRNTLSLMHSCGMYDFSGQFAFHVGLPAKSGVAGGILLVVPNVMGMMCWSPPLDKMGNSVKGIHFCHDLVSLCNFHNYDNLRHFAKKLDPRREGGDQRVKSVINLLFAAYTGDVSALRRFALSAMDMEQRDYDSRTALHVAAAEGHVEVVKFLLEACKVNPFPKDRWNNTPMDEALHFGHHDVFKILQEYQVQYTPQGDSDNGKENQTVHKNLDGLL
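Read-out is an Amplex red fluorescence increase coupled through glutamate oxidase and HRP, measured before and after 30 min room-temperature incubation. hKGA is in 45 mM KH2PO4 (pH 8.2) with 0.02% Tween-20; glutamine added as 1mM solution.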
The depositor's hits bear a star; & = joins results of further samples; [ ] = another dose, or the depositor's remark. Unless noted, the call rests on the fitted dose curve; in most records, active means well fitted curve in the direction sought with a large enough effect; inconclusive means small, poorly fitted or top-dose-only effect, or another doubt; inactive means no such curve, though single readings can be large; an effect the other way counts as inactive or inconclusive. An excerpt; the hit share may differ from the screen's.

O=c1cc(-c2ccccc2Cl)oc2c(NS(=O)(=O)c3cc(Cl)cc(Cl)c3O)ccc(O)c12 was read as HP1b chromo inh -31.5%, USP1 inh 25.1µM*, Pin1 inh 22.4µM*, IDH1 R132H inh -20.8%, PI4K2A block -1.3, TrxR1 substrate 3.0%, TrxR1 inh 8.3%, Tb PGK inh inconclusive and GLS inh -1.4%.
`CSCCC(NC(=O)c1ccc(Cl)cc1Cl)C(=O)OC1CCCCC1=O` (centres undefined) gave HP1b chromo inh 36.6%, USP1 inh -17.1%, Pin1 inh -0.7%, IDH1 R132H inh 3.4%, PI4K2A block 2.3, TrxR1 substrate 8.7%, TrxR1 inh 19.7%, Tb PGK inh 0.9% and GLS inh -0.6%.
COc1ccc(NC(=S)NCc2ccc(S(N)(=O)=O)cc2)cc1OC was read as HP1b chromo inh 36.6%, USP1 inh -20.2%, Pin1 inh -5.1%, IDH1 R132H inh 8.6%, PI4K2A block 1.2, TrxR1 substrate -1.8%[57.1 µM], TrxR1 inh -9.9%[57.1 µM], Tb PGK inh -6.8% and GLS inh 11.4%.
`Cc1cccc(Oc2nc(-c3ccncc3)nc3ccccc23)c1` gave HP1b chromo inh 95.8%[activator], USP1 inh -21.2%, Pin1 inh -3.6%, IDH1 R132H inh -22.7%, PI4K2A block 0.5, TrxR1 substrate 0.4%[57.1 µM], TrxR1 inh 14.3%[57.1 µM], Tb PGK inh -7.8% and GLS inh 5.8%.
CC[C@]12c3[nH]c4ccccc4c3CCN1C(=O)C(CC(=O)NCCN1CCOCC1)C[C@@H]2C(=O)N1CCN(C(=O)C2CC2)CC1 (some centres undefined) was read as HP1b chromo inh 16.7%, USP1 inh -19.1%, Pin1 inh 4.0%, IDH1 R132H inh -2.7%, PI4K2A block 1.6, TrxR1 substrate -4.1%, TrxR1 inh 2.7%, Tb PGK inh -1.0% and GLS inh 1.1%.
For CN1CCN(C(=O)c2ccc(CN(c3ccccc3)S(=O)(=O)c3ccccc3)cc2)CC1 the results were HP1b chromo inh 17.3%, USP1 inh -20.3%, Pin1 inh -10.2%, IDH1 R132H inh -2.5%, PI4K2A block 3.3, TrxR1 substrate 0.9%[11.4 µM], TrxR1 inh 8.1%[11.4 µM], Tb PGK inh inactive and GLS inh 3.8%.
Screening CCn1c(O)c(C=NC2CCCC2)sc1=S returned HP1b chromo inh 7.4%, USP1 inh -11.1%, Pin1 inh -0.8%, IDH1 R132H inh 10.2%, PI4K2A block -0.4, TrxR1 substrate -2.3%, TrxR1 inh 4.7%, Tb PGK inh 1.2% and GLS inh -10.4%.
Screening COc1cccc(OC)c1C(=O)Nc1ccc(S(=O)(=O)N2CCCCC2)cc1 returned HP1b chromo inh 56.3%[activator], USP1 inh -2.5%, Pin1 inh -1.3%, IDH1 R132H inh -10.6%, PI4K2A block -1.3, TrxR1 substrate -4.2%[57.1 µM], TrxR1 inh -4.3%[57.1 µM], Tb PGK inh 1.4% and GLS inh -9.3%.
CC1CCN(S(=O)(=O)c2ccc3nc(-c4cccnc4)cc(C(=O)NCCCOC(C)C)c3c2)CC1 was read as HP1b chromo inh 49.1%[activator], USP1 inh -8.2%, Pin1 inh -0.3%, IDH1 R132H inh 16.4%, PI4K2A block -6.5, TrxR1 substrate 3.8%[57.1 µM], TrxR1 inh 13.6%[57.1 µM], Tb PGK inh inactive and GLS inh 7.8%.
For COc1ccc(C2c3ccc(O)cc3Oc3ncn(Cc4ccco4)c(=N)c32)cc1OC (centres undefined) the results were HP1b chromo inh 21.9%, USP1 inh -7.6%, Pin1 inh 22.1%, IDH1 R132H inh -10.4%, PI4K2A block -6.0, TrxR1 substrate 0.2%, TrxR1 inh inconclusive, Tb PGK inh -1.1% and GLS inh 14.1%.
Screening CCCNC(=O)NC(=O)COC(=O)c1oc2ccc(OCC)cc2c1C returned HP1b chromo inh 19.5%, USP1 inh -17.5%, Pin1 inh -0.2%, IDH1 R132H inh 2.5%, PI4K2A block 0.7, TrxR1 substrate 5.5%[57.1 µM], TrxR1 inh 15.3%[57.1 µM], Tb PGK inh -9.5% and GLS inh -10.4%.
Screening O=C(C1=C(c2ccccc2)C(=O)c2ccccc2C1=O)c1ccccc1 returned HP1b chromo inh inconclusive, USP1 inh inconclusive, Pin1 inh -7.2%, IDH1 R132H inh 22.5%, PI4K2A block -9.8, TrxR1 substrate -10.4%, TrxR1 inh -7.1%, Tb PGK inh -8.7% and GLS inh -4.3%.
CCCc1nnc(SCC(=O)N2CCCC(C)C2)n1CCOC (centres undefined) was read as HP1b chromo inh 27.8%, USP1 inh -3.3%, Pin1 inh -0.9%, IDH1 R132H inh 1.3%, PI4K2A block -4.4, TrxR1 substrate -7.9%, TrxR1 inh -18.4%, Tb PGK inh 1.4% and GLS inh 11.5%.
For CSc1nc2ccc(NC(=O)c3c(F)cccc3F)cc2s1 the results were HP1b chromo inh 29.7%, USP1 inh -24.3%, Pin1 inh -0.5%, IDH1 R132H inh 3.0%, PI4K2A block 8.1, TrxR1 substrate -5.0%, TrxR1 inh -0.6%, Tb PGK inh 1.1% and GLS inh 3.1%.
`CCOC(=O)c1nc(Nc2ccc(C(C)=O)cc2)c2ccccc2n1` gave HP1b chromo inh 21.3%&39.1%, USP1 inh -14.5%&12.1%, Pin1 inh 6.2%&38.2%, IDH1 R132H inh -2.6%, PI4K2A block 2.1&-2.7, TrxR1 substrate 4.6%&8.9%, TrxR1 inh 15.4%&9.2%, Tb PGK inh inactive and GLS inh -13.1%&-0.5%.
`Cc1nn(-c2ccccc2)c(N)c1C1(O)C(=O)N(C(C)C)c2ccccc21` (centres undefined) gave HP1b chromo inh -4.3%, USP1 inh -4.0%, Pin1 inh -9.3%, IDH1 R132H inh -0.6%, PI4K2A block -0.1, TrxR1 substrate -10.3%, TrxR1 inh -7.1%, Tb PGK inh -1.6% and GLS inh 24.1%.
`O=C(COc1ccccc1)Nc1ccc(S(=O)(=O)Nc2ccccn2)cc1` gave HP1b chromo inh 21.4%, USP1 inh -14.7%, Pin1 inh -6.3%, IDH1 R132H inh 1.6%, PI4K2A block 1.3, TrxR1 substrate 5.0%, TrxR1 inh 31.8%, Tb PGK inh -7.9% and GLS inh 2.1%.
O=C1CC(C2CCCO2)C(=O)N1Cc1ccccc1 (centres undefined) was read as HP1b chromo inh 23.4%, USP1 inh 3.5%, Pin1 inh 10.4%, IDH1 R132H inh -7.3%, PI4K2A block -3.0, TrxR1 substrate 3.2%[57.1 µM], TrxR1 inh -2.9%[57.1 µM], Tb PGK inh -3.9% and GLS inh 2.7%.
`CC(C)c1cccc(C(C)C)c1NC(=O)COC(=O)c1ccc(OCC(=O)Nc2cccc(C(F)(F)F)c2)cc1` gave HP1b chromo inh 25.0%, USP1 inh -11.4%, Pin1 inh 6.1%, IDH1 R132H inh -1.3%, PI4K2A block 3.7, TrxR1 substrate -2.3%, TrxR1 inh 15.7%, Tb PGK inh 3.0% and GLS inh 5.3%.
For CCN(CC)S(=O)(=O)c1ccc(OC)c(NC(=O)CSc2cc(C)ccc2C)c1 the results were HP1b chromo inh 41.3%[activator], USP1 inh -20.1%, Pin1 inh 28.2%, IDH1 R132H inh -0.8%, PI4K2A block -3.8, TrxR1 substrate -2.9%, TrxR1 inh 3.7%, Tb PGK inh 0.2% and GLS inh 7.6%.
For Cc1ccc2nnc(Cl)n2n1 the results were HP1b chromo inh 37.0%, USP1 inh -14.8%, Pin1 inh 6.5%, IDH1 R132H inh 7.2%, PI4K2A block -6.1, TrxR1 substrate 31.0%, TrxR1 inh 4.2%, Tb PGK inh inactive and GLS inh -1.4%.
`CC(C)CC(c1nnnn1Cc1cccs1)N1CCN(c2nc3ccccc3s2)CC1` (centres undefined) gave HP1b chromo inh 10.5%, USP1 inh -7.3%, Pin1 inh 10.6%, IDH1 R132H inh -3.8%, PI4K2A block 10.0, TrxR1 substrate -0.5%, TrxR1 inh -1.6%[57.1 µM], Tb PGK inh -2.9% and GLS inh -8.9%.

Screens deposited in PubChem BioAssay by National Center for Advancing Translational Sciences (NCATS).
